Screens as filed in PubChem.
BoNT-A LC inh2: blocks Botulinum neurotoxin A light chain protease; multiplex microsphere protease substrate cleavage, flow cytometry; hit rate 0.17% among 360,000; inhibition, % at 10 µM; also: plate controls were buffer without enzyme for full effect and enzyme alone for no effect
CCHFV vOTU inh: CCHFV vOTU protease inhibition. Pep-AMC fluorescence. inhibition, % at 11.5 µM. hit rate 0.55% among 370,000; in the data active = inhibition above about 30%; also: 0% = vehicle wells with enzyme and 100% = no enzyme wells
Anthrax LF prot: inhibitors of Bacillus anthracis lethal factor protease; inhibition, % at 10 µM; AID 588501; P15917; hit rate 0.12% among 360,000; multiplex microsphere protease cleavage assay, LF; also: plate controls were buffer without enzyme for full effect and enzyme alone for no effect
Target sequence (P15917 whole entry, looked up): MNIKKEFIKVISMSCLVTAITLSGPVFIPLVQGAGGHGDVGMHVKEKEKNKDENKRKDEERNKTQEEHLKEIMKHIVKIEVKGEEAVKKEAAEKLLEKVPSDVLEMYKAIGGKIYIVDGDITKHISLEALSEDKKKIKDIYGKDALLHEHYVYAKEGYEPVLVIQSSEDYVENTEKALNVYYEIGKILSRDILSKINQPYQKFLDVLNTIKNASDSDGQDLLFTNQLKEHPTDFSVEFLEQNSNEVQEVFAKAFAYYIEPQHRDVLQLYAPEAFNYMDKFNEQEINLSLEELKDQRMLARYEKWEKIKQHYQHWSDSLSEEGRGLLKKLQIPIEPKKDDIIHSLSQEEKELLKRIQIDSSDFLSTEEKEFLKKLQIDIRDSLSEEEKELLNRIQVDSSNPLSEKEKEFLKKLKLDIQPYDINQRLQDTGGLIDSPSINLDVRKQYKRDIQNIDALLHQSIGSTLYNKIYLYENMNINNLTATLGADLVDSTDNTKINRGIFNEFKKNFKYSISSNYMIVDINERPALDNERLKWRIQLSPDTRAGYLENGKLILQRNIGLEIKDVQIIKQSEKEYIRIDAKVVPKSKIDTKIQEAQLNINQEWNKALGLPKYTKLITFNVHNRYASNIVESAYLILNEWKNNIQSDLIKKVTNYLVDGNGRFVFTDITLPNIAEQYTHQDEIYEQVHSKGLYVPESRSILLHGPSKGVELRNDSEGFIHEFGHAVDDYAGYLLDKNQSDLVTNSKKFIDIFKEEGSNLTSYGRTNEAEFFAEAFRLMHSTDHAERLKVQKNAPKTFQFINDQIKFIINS
Yp Topo-I inh: blocks Yersinia pestis topoisomerase I activity | Y. pestis Topo-I cleavage product accumulation, plate reader | activity, % at 10 µM | hit rate 0.064% among 360,000; in the data active = activity above about 50%, passing the limit was not always enough; inconclusive = no clear call, values can overlap the other calls; also: inactives centre near 2
VHR inh abs: DUSP3 (human) phosphatase inhibition | P51452 | recombinant VHR phosphatase, pNPP absorbance | hit rate 0.52% among 290,000 | AID 1654 | inhibition, % at 13.3 µM; in the data active = inhibition above about 50%; also: some compounds called inactive have numbers as strong as hits
Target sequence (P51452 whole entry, looked up): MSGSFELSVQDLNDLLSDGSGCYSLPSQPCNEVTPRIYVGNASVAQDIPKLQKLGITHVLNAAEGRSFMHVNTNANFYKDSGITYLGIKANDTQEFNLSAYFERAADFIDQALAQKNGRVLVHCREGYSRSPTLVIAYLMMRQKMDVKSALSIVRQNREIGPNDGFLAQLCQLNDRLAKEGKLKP
BH1578 lux ind: induces V. cholerae light production without autoinducers; V. cholerae BH1578 lux reporter, luminescence, 6 h; activation, % at 18.7 µM; hit rate 0.16% among 350,000; AID 588436; in the data active = activation mostly above about 9.7%, no sharp cut-off; inconclusive = no clear call, values can overlap the other calls; inactive = mostly below about 3.7%; also: not every result past the cut was called active; inactives centre near 0; reference of the scale not given here
PriA SSB inh: K. pneumoniae PriA-SSBct interaction inhibition. AlphaScreen SSBct-PriA binding, biotinylated peptide. inhibition, % at 33 µM. hit rate 0.6% among 430,000; in the data active = inhibition mostly above about 37%, no sharp cut-off; inactive = mostly below about 20%;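 also: plate controls were negative control peptide for no effect and reference peptide for full effect; strong numbers were not always called active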
3CLpro inhibitor: SARS-CoV 3CLpro protease inhibition | P0C6X7 | recombinant SARS-CoV 3CLpro, quenched FRET peptide cleavage | inhibition, % at 6 µM | hit rate 0.14% among 290,000 | AID 1706; in the data active = inhibition above about 12%
TcdB inh: inhibitors of Clostridioides difficile toxin B glycohydrolase | P18177 | TcdB glycohydrolase enzymatic assay, plate reader | inhibition, % at 9.99 µM | hit rate 0.24% among 350,000; in the data active = inhibition above about 10%
PfHsp40 yeast: restores yeast growth despite PfHsp40 toxicity; S. cerevisiae expressing PfHsp40, growth rescue, ATP luminescence; growth rescue, % at 12.5 µM; hit rate 0.68% among 340,000; AID 504582; in the data active = growth rescue above about 28%, passing the limit was not always enough; inconclusive = no clear call, values can overlap the other calls;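 also: yeast W303a lacking pdr1 and pdr3 grown in galactose medium; growth measured after three days at 30 °C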
* marks the source's active call; other numbers are inactive results; i = inactive; ? = inconclusive; . = not tested or not shown; & = joins results of further samples. Rule as the data show it, unless noted: active = inhibition above about 30%; inconclusive = no clear call, values can overlap the other calls; inactive = below that. Not all compounds are listed; the hit share may differ from the screen's.

Values run as follows: TcdB inh	BoNT-A LC inh2	VHR inh abs	Anthrax LF prot	PfHsp40 yeast	CCHFV vOTU inh	PriA SSB inh	BH1578 lux ind	Yp Topo-I inh	3CLpro inhibitor
O=C(O)c1ccc(Cl)c(S(=O)(=O)N2CCCC2)c1
  -0.9	-1.2	21	5	0.1	-7	-3	i	3	3
O=C1CS(=O)(=O)N(Cc2cccc(F)c2)c2ccc(Br)cc21
  0.3	-0.5	.	1	1.0	0	-10	-1.4	-6	.
O=C(OCc1cc(Cl)cc2c1OCOC2)c1cccnc1Cl
  2.5	-0.5	.	-11	8.5	6	-15	i	17	.
Cc1cccc(C#N)c1NC1=CC(=O)CC(C)(C)C1
  .	-0.7	1	-5	-1.1	10	13	-2.9	2	6
Cc1c(Cl)cnc(NC(=O)COC(=O)C2CC2)c1Cl
  0.0	4.4	.	11	-1.2	-4	-4	-0.2	0	.
O=c1[nH]nc(SCc2nc3ccccc3s2)n1C1CC1
  3.4	0.4	18	0	-0.1	-4	-4	i	2	4
COC(=O)CN1C(=S)N(c2ccc(F)cc2)C(=O)C1CC(=O)Nc1ccccc1 (stereo unspecified)
  2.1	-0.2	18	-5	-0.3	0	2	4.2	8	4
Cc1cc(NC(=O)CSc2ncnc3c2cnn3-c2ccccc2)no1
  -1.2	0.0	11	-4	-1.6	15	0	-0.2	-2	-3
Cc1ccc(-c2cc(C(=O)O)c3ccccc3n2)s1
  0.7	-4.7	-7	-12	-2.2	-289	-1	i	9	1
COc1cccc(-c2cc(C(=O)N3C(C)CCCC3C)no2)c1 (stereo unspecified)
  .	-0.5	35	-4	0.0	6	-7	i	-8	0
O=[N+]([O-])c1ccc(O)c(/C=N/n2cnc3ccccc32)c1
  -0.4	-3.0	25	-1	2.6	7	.	-0.4	2	3
C=CCOc1ccc(C(=O)O)cc1Cl
  1.8	0.4	25	2	-0.1	-3	-22	i	4	2
COc1cccc(CNC[C@H]2O[C@@H](n3ccc(N)nc3=O)[C@H](O)[C@@H]2O)c1OCc1ccc(F)cc1Cl
  0.8	0.1	.	1	.	-6	.	-0.4	8	.
O=C(OC12CC3CC(CC(C3)C1)C2)c1ccc(NCc2cc(O)ccc2O)cc1
  -1.8	0.3	.	-13	3.9	8	13	i	-21	.
COCCN1C[C@@H](CO)O[C@@H](n2cnc3c(N4CCN(C)CC4)ncnc32)C1
  .	-0.1	.	-5	.	.	.	i	1	.
O=C(Nc1nc(-c2ccccn2)cs1)Nc1ccc(F)cc1F
  0.1	-0.4	25	2	-0.2	-3	-1	3.1	-1	-2
C/C(=N/NC(=O)c1ccncc1)c1ccccc1
  -4.5	-0.2	31	-14	1.6	-1	.	i	-1	1
CCOC(=O)C1(Cc2cccc(OC)c2)CCN(Cc2cccc(OC)c2O)CC1
  4.8	-0.7	21	3	0.2	3	5	i	1	-3
CCC(=O)NC(=S)Nc1ccc(NC(=O)c2cc3ccccc3o2)c(OC)c1
  1.3	-0.7	11	-1	0.2	7	3	i	5	-2
CC(C)(C)OC(=O)C[C@H]1C/C=C\C[C@@H](CC(=O)N(CCO)Cc2ccccc2)C(=O)N2CCC[C@H]2COC1=O
  -5.8	-0.3	.	-6	0.3	10	.	-0.8	17	.
CCOC(=O)CCC(=O)c1c(C)oc2ccc(OC)cc12
  .	0.4	2	-2	-0.8	7	-27	i	1	-6
CC(NC(=O)CCc1ccccc1)c1cc2c(cc1Cl)OCCO2 (stereo unspecified)
  1.3	-0.6	18	0	5.4	-14	-2	-0.3	3	2
CCOc1ccc2c(c1)s/c(=N\S(=O)(=O)c1ccc(OC)cc1)n2C(F)F
  .	-0.4	-20	-3	1.0	-4	.	-0.8	42	6
Cc1ccc(C2/C(=C(\O)c3c(C)nc4ccccn34)C(=O)C(=O)N2CCN(C)C)o1 (stereo unspecified)
  -0.3	0.5	0	-7	-1.2	-8	.	0.5	8	0
c1ccc(Cc2nn3c(COc4ccccc4)nnc3s2)cc1
  .	-3.4	6	-1	1.7	-9	-20	i	1	-7
c1csc(Cc2nc(-c3ccc(-n4cccc4)cc3)no2)c1
  1.1	-1.8	.	-10	-1.3	28	-4	-0.3	7	2
CC(C)C(C(=O)Nc1sc2c(c1C#N)CCCCC2)N1C(=O)c2ccccc2C1=O (stereo unspecified)
  .	-1.2	17	-4	-0.2	3	11	i	20	9
O=C(CN1C(=O)/C(=C/c2ccco2)SC1=S)NC1CCS(=O)(=O)C1 (stereo unspecified)
  -2.4	-0.8	20	-1	0.5	26	-5	i	-8	-15
COc1ccc2c(c1)C(=O)OC2CC(=O)O (stereo unspecified)
  .	0.0	8	-4	0.8	-8	-6	i	-4	1
CN(CCc1ccccn1)C(=S)Nc1ccc(Cl)c(Cl)c1
  0.0	-0.7	8	-3	0.4	-6	-21	-1.8	2	1
CCN(CC)CC(=O)n1c2c(c3ccccc31)CCCC2
  .	-0.5	0	0	-0.3	0	15	-0.2	7	4
CC[C@@H]1Cc2[nH]c(=O)[nH]c(=O)c2[C@H](c2ccc(Cl)cc2)O1
  0.7	0.7	.	-3	.	-5	.	.	.	.
COc1ccc(N2CCN(CCCNC(=S)Nc3c(C)cccc3C)CC2)cc1
  0.2	-1.2	3	1	-0.4	5	32	i	13	-5
COc1ccc(OCC(=O)NCc2ccc(Cl)cc2)cc1
  -0.6	-2.9	-8	11	1.8	7	-10	i	0	-8
CCc1nnc(NC(=O)CSc2nnc(C3CCCCC3)n2-c2cccc(Cl)c2)s1
  .	2.2	9	2	2.3	8	-5	-0.4	14	0
CN1CCN(c2ccc(S(=O)(=O)C(F)(F)F)cc2[N+](=O)[O-])CC1
  -0.4	-0.2	5	-4	-1.7	-15	7&13	-0.6	-2	-1
CCOC(=O)c1cc(-c2ccccc2C)n(CC2CC(c3cccc([N+](=O)[O-])c3)=NO2)n1 (stereo unspecified)
  1.2	-0.1	.	2	4.2	12	25	0.3	18	.
CCOC(=O)c1c(-c2cccs2)csc1NC(=O)c1ccco1
  .	-1.6	40	-5	-0.9	-4	-7	i	-8	-1
CC(Nc1cccc([N+](=O)[O-])c1)C(=O)Nc1ccc(S(=O)(=O)N2CCCC2)cc1 (stereo unspecified)
  1.0	2.5	.	0	0.4	3	6	i	12	.
CCc1ccccc1NC(=O)C1CCN(c2cnccn2)CC1
  1.1	2.9	1	-5	1.1	4	1	i	1	-10
O=C(O)c1cc2ccccc2[nH]1
  1.2	0.0	.	16	-0.3	0	-2	-0.4	-7	.
O=C(Nc1ccc(S(=O)(=O)Nc2nccs2)cc1)c1ccc(=O)[nH]c1
  .	2.1	24	-3	0.1	3	2	i	-4	5
CCOC(=O)c1ccc(NC(=S)Nc2cccc(N)n2)cc1
  -0.6	.	1	.	0.1	8	-2	-1.3	-5	0
Cc1ccc(NC(=O)Nc2cnccn2)cc1C
  0.6	-0.6	17	1	0.9	-1	-9	i	4	4
O=c1oc(-c2ccccc2)nc2sc3c(c12)CCC3
  1.5	0.4	36	1	0.4	2	-14	i	8	2
Cc1ccc(-c2nnn(CC(=O)O)n2)cc1
  .	2.0	2	-1	3.0	5	-4	-0.3	1	-4
O=C(/C=C/c1ccccc1)NC(NC(=S)Nc1ccc(Cl)cc1Cl)C(Cl)(Cl)Cl (stereo unspecified)
  .	0.4	26	1	1.5	.	-10	-0.1	-17	-1
O=C(Nc1ccc(C(=O)O)cc1)/C(=C/c1ccc([N+](=O)[O-])cc1)NC(=O)c1ccccc1
  1.5	-0.7	36	1	0.7	29	-6	-0.2	0	2
c1ccc(-c2noc(CSc3nnnn3-c3ccccc3)n2)cc1
  0.9	-0.7	34	-2	0.8	9	-46	-0.2	25	-2
CC(=NCCO)c1c(O)n(C2CCCCC2)c(=O)[nH]c1=O
  .	0.6	10	4	-0.2	2	13	.	-3	2
O=C(/C=C/c1ccccc1)NCCSCc1ccc(Cl)cc1
  .	-0.2	-7	0	-0.8	-3	-10	-0.8	28	6
COC[C@H]1OC(=O)c2coc3c2[C@@]1(C)C1=C(C3=O)[C@@H]2CCC(=O)[C@@]2(C)C[C@H]1OC(C)=O
  -5.4	0.2	.	-3	123*	1	-16	i	4	.
COc1ccc(Cl)cc1C(=O)NCCS(=O)(=O)N1CCN(c2ccccc2F)CC1
  -0.7	1.0	-17	2	4.1	14	-27&-4	i	14	3
COc1ccc(NC(=O)CCCN2C(=O)C3CC=CCC3C2=O)cc1 (stereo unspecified)
  0.2	-0.4	-4	-2	-0.6	-5	-8	i	1	2
Cc1ccc(NC(=O)CCC(=O)NNC(=O)c2ccccc2)c(C)c1
  -0.1	0.1	12	-2	-0.3	-3	1	i	-12	-1
O=C(OCC(=O)N1CCCc2ccccc21)c1ccc(Cl)nc1
  1.5	-0.4	8	-5	0.2	1	-10	-0.4	0	-2
CCOC(=O)CCSc1nc(-c2ccccc2)cc(C(F)(F)F)n1
  .	-4.1	9	-1	-0.2	6	-20	-3.6	36	-7
CCC(=O)NCCNC(=O)c1c(SC)nsc1SC
  .	.	20	.	-0.8	-1	-20	i	-5	-5
CCCN(CC1CC1)C(=S)NC(=O)c1cc(Br)ccc1Cl
  1.9	6.7	.	3	4.0	-13	-5	i	-4	.
COc1ccc2oc(C(=O)OCC(=O)Nc3ccccc3)c(C)c2c1
  0.5	-2.6	28	-2	-0.9	-19	3	-0.5	4	5

(list continues)
Values run as follows: TcdB inh	BoNT-A LC inh2	VHR inh abs	Anthrax LF prot	PfHsp40 yeast	CCHFV vOTU inh	PriA SSB inh	BH1578 lux ind	Yp Topo-I inh	3CLpro inhibitor
CC(C)CCn1c(CN2CCOCC2)nc2c1c(=O)n(C)c(=O)n2C
  0.1	0.0	13	-2	0.0	3	2	i	1	2
O=C(NNC(=O)c1sccc1-n1cccc1)c1ccc(Cl)cc1
  .	-0.4	2	-3	-0.8	22	-13	-0.4	-6	3
COc1ccc(CNC(=O)c2cc(S(=O)(=O)N3CCCCC3)ccc2N2CCOCC2)cc1OC
  0.3	-0.1	.	1	0.4	5	3	2.7	1	.
CCOC(=O)c1sc(C)c2c1NC1(CCCCCC1)NC2=O
  .	0.5	-8	0	-0.2	10	-4	6.7	-3	-1
COC(=O)C1=C(c2ccc(OCc3ccccc3)cc2)C[C@@H]2CC[C@H]1N2C(=O)NCc1ccccc1C(F)(F)F
  0.9	-0.7	.	-3	.	14	.	-0.4	19	.
O=C(O)c1ccccc1C1c2ccccc2Oc2ccccc21
  -1.5	0.2	.	2	4.4	11	-3	-0.8	6	.
COc1cccc2sc(Nc3nc(-c4ccccn4)cs3)nc12
  .	-1.3	12	2	?	.	.	i	35	-1
O=S(=O)(Nc1ccc(OC(F)F)cc1)c1ccc(-c2ccon2)s1
  3.0	-0.4	17	-7	1.1	6	-6	-0.5	1	0
COC(=O)c1ccc(Cn2nnc3c(=O)[nH]c(C4CCCN(S(=O)(=O)c5ccccc5)C4)nc32)cc1 (stereo unspecified)
  -1.1	-0.9	6	-2	-1.3	-3	-7	-3.8	3	0
COc1ccc(S(=O)(=O)NC2CC(=O)N(c3ccc(C)c(C)c3)C2)cc1 (stereo unspecified)
  -5.4	-1.5	.	-1	-0.2	6	-5	-5.3	28	.
N#Cc1ccc(S(=O)(=O)N2CCCCC2c2cc(C(=O)N3CCOCC3)no2)cc1 (stereo unspecified)
  1.0	-0.9	.	2	.	-12	.	i	2	.
O=C(NC1CCCCC1)C(c1ccc(Cl)cc1)N1CCC2(CC1)OCCO2 (stereo unspecified)
  .	0.6	19	-1	-0.9	6	-45	0.3	7	5
